Source: PubChem BioAssay
Tn6 DDE FP = inhibitors of Tn6 peptide binding to fibrin DD(E), primary screen, biochemical, fluorescence polarization, human fibrin, Tn6 probe; Fibrin DD(E) TRITC-Tn6 fluorescence polarization displacement; Fibrinogen beta chain (Homo sapiens), P02675; inhibition, % at 8.3 µM; AID 720509, 2013; hit rate 0.21% among 370,000;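 active = inhibition above a per-campaign cutoff: mean of compounds within control limits plus 3 SD, cut at about 15% in these data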;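 also: 0% = median of all compound wells on the plate and 100% = blocking peptide control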
NR1D1 modulator = modulators of Rev-erb alpha DNA binding, primary screen, biochemical, FITC-DNA, fluorescence polarization, uHTS | AID 1259318, 2017 | hit rate 0.79% among 370,000 | Rev-erbα–FITC-DNA binding, 90 min | Nuclear receptor subfamily 1 group D member 1 (Homo sapiens), P20393 | activity, % at 10 µM;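 active = activity above about 14%, limit read from the data; passing the limit was not always enough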;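 also: 0% = DMSO wells with 35 nM protein and 100% = DMSO wells with 750 nM protein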
proKLK7 act = proKLK7 zymogen activators, primary screen, biochemical, fluorescence intensity; purified proKLK7, EDANS-DABCYL substrate fluorescence; 100% is mature enzyme control, 0% vehicle; activation, % at 7 µM; hit rate 0.9% among 370,000; AID 652039, 2013;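 active = activation above the mean of all tested compounds plus 3 SD, computed per campaign excluding outliers beyond control limits, cut at about 13% in these data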
Target sequence (P49862 whole entry, looked up): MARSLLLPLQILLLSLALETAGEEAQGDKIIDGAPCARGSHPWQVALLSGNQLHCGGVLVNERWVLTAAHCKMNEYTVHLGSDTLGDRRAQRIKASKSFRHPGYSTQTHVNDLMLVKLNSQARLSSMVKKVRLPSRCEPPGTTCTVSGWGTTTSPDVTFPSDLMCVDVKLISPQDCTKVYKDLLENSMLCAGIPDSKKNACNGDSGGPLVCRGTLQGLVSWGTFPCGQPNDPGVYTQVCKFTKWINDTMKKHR
ASAP1 inh = inhibitors of human ASAP1 ArfGAP activity, primary screen, biochemical, fluorescence polarization | Arf-GAP with SH3 domain, ANK repeat and PH domain-containing protein 1 (Homo sapiens), … | ASAP1-stimulated ARF1 GTP hydrolysis, GDP FP detection | inhibition, % at 16.5 µM | hit rate 0.19% among 360,000 | AID 624377, 2012; in the data active = inhibition above about 25%;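 also: 0% = vehicle with enzyme and substrate and 100% = no enzyme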
sPLA2-III inh = human group III sPLA2 inhibitors, primary screen, biochemical, QFRET, BODIPY PC-A2 liposome substrate; Group 3 secretory phospholipase A2 (Homo sapiens), Q9NZ20; QFRET BODIPY PC-A2 liposome hydrolysis, fluorescence; inhibition, % at 12.2 µM; hit rate 0.56% among 370,000;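 active = inhibition above mean plus 3 SD of compounds lying within the high and low control bounds, cut at about 19% in these data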;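 also: 0% = median of test compound wells and 100% = no enzyme DMSO wells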
Target sequence (Q9NZ20 whole entry, looked up): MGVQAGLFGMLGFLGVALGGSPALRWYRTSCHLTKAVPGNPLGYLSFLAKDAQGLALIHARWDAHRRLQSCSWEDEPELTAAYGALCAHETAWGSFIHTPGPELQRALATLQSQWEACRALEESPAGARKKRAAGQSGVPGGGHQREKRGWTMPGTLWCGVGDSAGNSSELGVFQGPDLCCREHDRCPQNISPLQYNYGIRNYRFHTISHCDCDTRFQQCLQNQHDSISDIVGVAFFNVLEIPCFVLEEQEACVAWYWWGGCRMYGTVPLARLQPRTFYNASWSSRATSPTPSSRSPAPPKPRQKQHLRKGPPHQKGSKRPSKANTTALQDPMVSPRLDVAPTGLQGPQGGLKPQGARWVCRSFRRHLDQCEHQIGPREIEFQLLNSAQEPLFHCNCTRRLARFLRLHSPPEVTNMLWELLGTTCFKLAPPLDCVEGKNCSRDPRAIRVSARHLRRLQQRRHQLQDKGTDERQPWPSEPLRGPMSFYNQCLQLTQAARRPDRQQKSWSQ
UHRF1 binding = UHRF1 methylated DNA binding inhibitors, primary screen, counter-screen for MBD2 inhibitor project, biochemical, TR-FRET, human UHRF1, single concentration; UHRF1 binding to methylated oligo; inhibition, % at 4.4 µM; AID 687016, 2013; hit rate 0.75% among 370,000; in the data active = inhibition above about 21%;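 also: UHRF1 SRA domain binding a hemimethylated CpG hairpin DNA probe; 0% = median of test compound wells and 100% = reference inhibitor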
ARFGAP1 inh = inhibitors of rat ARFGAP1 GAP activity, primary screen, biochemical, fluorescence polarization, GDP tracer; ADP-ribosylation factor GTPase-activating protein 1 (Rattus norvegicus), Q62848; Arfgap1-stimulated ARF1 GTP hydrolysis, GDP FP detection; inhibition, % at 16.5 µM; hit rate 0.26% among 360,000;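 active = inhibition above a per-plate limit, mean inhibition of low control wells plus 3 SD, cut at about 25% in these data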;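 also: 0% = DMSO wells with enzyme and 100% = wells lacking Arfgap1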
Target sequence (Q62848 1-136 limits assumed): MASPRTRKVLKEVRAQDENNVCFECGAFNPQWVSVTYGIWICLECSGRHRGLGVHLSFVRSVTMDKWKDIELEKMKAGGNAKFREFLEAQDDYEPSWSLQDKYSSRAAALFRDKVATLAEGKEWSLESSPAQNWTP
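material = rat Arfgap1 catalytic domain, aa 1-136 | also added = human ARF1(Δ1-17)-GTP substrate | compound dosing = one concentration, 16.5 µM, DMSO 1.26% | times = GTP hydrolysis reaction 2 h at 25 °C | measured by = FP, GDP Alexa 633 tracer displaced from anti-GDP antibody, 620/688 nm | evaluation = percent inhibition of Arfgap1-stimulated GTP hydrolysis | replication = single well per compound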
PLC-beta3 inh = human PLC-beta3 inhibitors, primary screen, biochemical, fluorescence | inhibition, % at 12.2 µM | 1-phosphatidylinositol 4,5-bisphosphate phosphodiesterase beta-3 (Homo sapiens), Q01970 | Purified PLC-beta3, fluorogenic substrate | hit rate 0.18% among 370,000; in the data active = inhibition above about 11%;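 also: 0% = median of compound wells on plate and 100% = full blocker control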
Tn7 DDE FP = inhibitors of Tn7 peptide binding to fibrin DD(E), primary screen, biochemical, fluorescence polarization, human fibrin, Tn7 probe; inhibition, % at 8.3 µM; FP displacement of FITC-Tn7 peptide from fibrin DD(E); 0% = median of compound wells per plate; Fibrinogen beta chain (Homo sapiens), P02675; AID 720508, 2013; hit rate 0.13% among 370,000;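 active = inhibition above the mean of compounds falling within the control limits plus 3 SD of them, cut at about 14% in these data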;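 also: 0% = plate median of compound wells and 100% = 10 µM Aha-Tn7 peptide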
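Assay system: human fibrin DD(E). Input: DD(E) 2 µM final. Medium: Tris buffer with calcium and detergent, pH 7.8. Compound dosing: single point at 8.3 µM. Timing: 10 min plus 3 h, room temperature. Technique: fluorescence polarization of the labelled Tn7 tracer. Read-out: percent inhibition. Replicates: singlicate testing.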
PLC-gamma1 inh = PLC-gamma1 enzyme inhibitors, primary screen, biochemical, fluorescence, purified enzyme; 1-phosphatidylinositol 4,5-bisphosphate phosphodiesterase gamma-1 (Homo sapiens), P19174; fluorogenic substrate; inhibition, % at 12.2 µM; hit rate 0.84% among 370,000; AID 720700, 2013; in the data active = inhibition above about 9.5%
Active calls of the source: *; i = inactive.

SMILES | Tn6 DDE FP | NR1D1 modulator | proKLK7 act | ASAP1 inh | sPLA2-III inh | UHRF1 binding | ARFGAP1 inh | PLC-beta3 inh | Tn7 DDE FP | PLC-gamma1 inh
COCCN1C(=O)N[C@@H](CCc2ccccc2)[C@H](C(=O)OC)[C@H]1C | 5 | 0 | 0.0 | 1 | 9 | 1 | -1 | -1 | 8 | 4
Cc1cccc2sc(NNC(=O)c3ccc(S(=O)(=O)N4CC(C)CC(C)C4)cc3)nc12 (centres undefined) | 2 | -7 | -1.3 | 4 | 47* | -2 | 18 | -175 | 3 | -138
COc1ccc(-c2noc(CSc3ccc(C)cc3)n2)cc1 | 1 | 0 | -0.7 | 7 | -7 | 0 | -11 | -4 | 5 | -2
COc1ccc(C)cc1Nc1n[n+](-c2ccccc2)c(-c2c(OC)ccc3ccccc23)s1 | -3 | -8 | 0.3 | -2 | 1 | -1 | 3 | -3 | -3 | 4
COc1cccc(/C=C/C(=O)NNC(=O)c2cc(C)oc2C)c1 | 1 | -2 | 0.3 | 13 | -13 | -2 | 6 | -44 | -4 | -33
COc1ccc(/C=C/C(=O)NC(C)C)cc1Br | -4 | -2 | 0.2 | -10 | 3 | 3 | -4 | 4 | -5 | 0
COc1ccc(-c2cc(C(=O)OCC(=O)NC3CC3)c3ccccc3n2)cc1 | 3 | -5 | 16* | 4 | 2 | 0 | -7 | i | -3 | i
O=C(COc1cccc(Br)c1)N/N=C1\CCCc2ccccc21 | -2 | -1 | 0.1 | -5 | -3 | 0 | 7 | -8 | 5 | 0
O=C1N(Nc2ccccc2)C(c2ccc(Br)cc2)C12CCCCC2 (centres undefined) | 9 | -1 | 0.0 | -15 | -2 | -3 | -10 | 0 | 0 | 1
COc1cccc(C(NC(C)=O)c2nc(/C=C/c3ccccc3)cs2)c1 (centres undefined) | -2 | -2 | 0.7 | -2 | -19 | -2 | 8 | -3 | -5 | -1
Cc1c(-c2ccccc2)c(=O)oc2ccc(O)cc12 | 2 | 1 | 2.9 | 4 | -20 | 0 | -11 | -122 | 4 | -78
O=S(=O)(NC1CCCCC1Oc1ccccc1)c1ccccc1 (centres undefined) | -11 | -3 | -0.5 | -8 | -5 | 5 | 13 | 1 | -2 | -1
COc1ccc2cc(C(=O)C3CCCN(C(=O)c4cccnc4)C3)ccc2c1 (centres undefined) | -8 | -1 | 22* | -2 | -6 | -3 | 6 | i | -2 | -496
O=C(N[C@H](C(=O)N1CCC[C@H]1C(=O)NCCc1ccccc1Cl)C1CCCCC1)c1ccc(Cl)c(Cl)c1 | -6 | 3 | 0.5 | -8 | 4 | 3 | 5 | -2 | 1 | 2
O=C1N=C(N2CCN(c3cccc4ccccc34)CC2)S/C1=C/c1cccs1 | -2 | 1 | -0.5 | -3 | -5 | -3 | -1 | 1 | -4 | 0
Cc1nc2c(N)nn(C)c2nc1C | 7 | 2 | 0.1 | -14 | 0 | 7 | -1 | 2 | -2 | -3
Cc1sc2ncnc(SCC(=O)NCC(C)C)c2c1C | 7 | -1 | -0.6 | -3 | -1 | -1 | -5 | -5 | -5 | -4
COc1cc2c(cc1O)C(Cc1ccc(O)cc1)NCC2 (centres undefined) | 4 | -2 | -3.6 | -1 | 3 | -1 | -5 | -87 | -2 | -49
Cc1cccc(NC(=O)c2cc3cc([N+](=O)[O-])ccc3s2)n1 | -5 | -3 | 0.9 | 14 | 3 | 2 | 4 | 1 | -7 | 4
C[C@H]1CN([C@@H](C)CO)C(=O)CCCn2cc(nn2)CO[C@@H]1CN(C)S(=O)(=O)c1ccc(Oc2ccccc2)cc1 | 2 | 2 | 0.4 | -2 | 8 | 2 | 10 | -2 | 9 | 0
Cc1noc(C(=O)NCc2cccnc2)c1Cl | -1 | -5 | -0.2 | -8 | 12 | 5 | 3 | 0 | 7 | 1
C/C=C/c1cccc(-c2nc(C(=O)N3CCOCC3)cc3c2[C@H](CCO)N(C(=O)NC(C)C)C3)c1 | -3 | -1 | -0.6 | 4 | 4 | -1 | 18 | -1 | 5 | 0
Clc1ccc(-n2ncc3c(NCc4ccco4)ncnc32)cc1 | 4 | 3 | 0.3 | 18 | 3 | 2 | 12 | 1 | 8 | 1
CCCCCCCCN1C(=O)[C@H](CC(=O)NCCCCc2ccccc2)C[C@@]2(C(=O)OC)CC(C)(C)CC=C12 | 4 | 3 | 0.8 | 0 | -6 | 2 | 1 | 7 | 5 | 4
CC(C)(O)C#Cc1ncc(C(F)(F)F)cc1Cl | -2 | -10 | 0.3 | -1 | -2 | 4 | 10 | -8 | -4 | 0
COc1ccc(S(=O)(=O)N2CCC3(CC2)OCCN3S(=O)(=O)c2ccc(OC)cc2)cc1 | -1 | -3 | 0.3 | -5 | -3 | 0 | -9 | 1 | -6 | -1
COc1ccc(-c2cc(C3CCN(C(=O)OC(C)(C)C)CC3)[nH]n2)cc1 | -2 | -1 | 0.9 | 0 | -21 | 18 | 1 | 4 | -1 | 0
N#Cc1ccccc1S(=O)(=O)N1CCN(C(=O)c2cccc(S(=O)(=O)N3CCCC3)c2)CC1 | 3 | -4 | 0.0 | 15 | 13 | 2 | 13 | -7 | -9 | -2
CN(C)/C=C/C(=O)c1ccc(C(F)(F)F)cc1F | -7 | -8 | 0.2 | 0 | -9 | 1 | -13 | -13 | 7 | -4
O=C(Nc1ccccc1C(=O)NCCN1CCOCC1)c1ccco1 | 3 | 3 | 0.2 | -2 | 0 | 0 | -8 | -1 | 1 | 0
Cc1cccc(NC(=O)CC2(CC(=O)O)CCCC2)c1 | 4 | 2 | -0.1 | 3 | 4 | 0 | 4 | -3 | 12 | 0
O=C(O)CCC(=O)NCC(=O)c1ccc(F)cc1 | 4 | 2 | 0.0 | -2 | -3 | 0 | -1 | -4 | 4 | 1
COc1cc(CNCc2c[nH]c3ccccc23)cc(OC)c1 | -5 | -1 | 0.5 | 1 | -9 | 0 | 1 | -2 | -2 | -1
O=C(/C=C/c1ccc2ccccc2n1)N1CCN(c2ccccc2)CC1 | 6 | -4 | -0.4 | 4 | -1 | -1 | -4 | -8 | 3 | -6
CCC(C)NC(=O)C(=O)NCc1ccccn1 (centres undefined) | 2 | 9 | 0.1 | 8 | 5 | 3 | -5 | -2 | -3 | 4
S=C(c1nc2ccccc2[nH]1)N1CCOCC1 | -4 | 4 | -0.5 | -12 | 3 | 1 | -4 | 0 | -9 | 1

Filtered by structure, those above with a COOH group (two)
SMILES | Tn6 DDE FP | NR1D1 modulator | proKLK7 act | ASAP1 inh | sPLA2-III inh | UHRF1 binding | ARFGAP1 inh | PLC-beta3 inh | Tn7 DDE FP | PLC-gamma1 inh
Cc1cccc(NC(=O)CC2(CC(=O)O)CCCC2)c1 | 4 | 2 | -0.1 | 3 | 4 | 0 | 4 | -3 | 12 | 0
O=C(O)CCC(=O)NCC(=O)c1ccc(F)cc1 | 4 | 2 | 0.0 | -2 | -3 | 0 | -1 | -4 | 4 | 1

The results go on:
SMILES | Tn6 DDE FP | NR1D1 modulator | proKLK7 act | ASAP1 inh | sPLA2-III inh | UHRF1 binding | ARFGAP1 inh | PLC-beta3 inh | Tn7 DDE FP | PLC-gamma1 inh
CC[C@@]1(C(=O)OC)N[C@H](CN(C)C(=O)C2CCCCC2)[C@@H]2C(=O)N(C)C(=O)[C@@H]21 | 1 | 5 | -0.4 | 10 | 2 | -1 | 10 | 1 | 2 | 0
Cn1nccc1NC(=O)Nc1cccc(Cl)c1Cl | 3 | 4 | -0.4 | 8 | 3 | -1 | 10 | -6 | 8 | 2
COc1ccc(CCNC(=O)CSc2nc(-c3ccco3)cc(C(F)(F)F)n2)cc1OC | 1 | -1 | 0.4 | 7 | -3 | 0 | -3 | 4 | -3 | 2
Cc1cccc2c1ncc1c(=O)n(-c3ccccc3)[nH]c12 | -9 | -5 | -1.0 | 16 | 3 | 1 | 6 | -4 | -3 | -1
COc1ccc(CN(C)Cc2nc3scc(-c4ccccc4)c3c(=O)[nH]2)cc1OC | 0 | -1 | 0.8 | -16 | -10 | -1 | 2 | -2 | 0 | 2
CCOC(=O)C1=C[C@@H](C2CCCC2)N(S(=O)(=O)c2ccc([N+](=O)[O-])cc2)[C@H]1c1ccccc1 | 6 | 7 | -0.4 | -1 | -4 | -1 | 4 | 2 | 8 | 1
Cc1ccccc1-n1nnnc1SCC(=O)NNC(=O)c1ccc(NC(=O)CC#N)cc1 | 4 | -2 | -1.1 | -8 | -50 | -1 | -3 | -20 | 9 | -9
CCn1cc(CN2CCCC(C(=O)c3ccc(-c4ccccc4)c(F)c3)C2)cn1 (centres undefined) | -1 | 5 | 0.4 | -1 | -21 | 1 | -2 | -7 | 6 | -2
Cc1ccc(C(=O)Nc2nncs2)cc1S(=O)(=O)N1CCOCC1 | 3 | -3 | -0.4 | 0 | 3 | 2 | 7 | 0 | 3 | 0
CC(SCCc1ccccn1)C(=O)O (centres undefined) | -3 | 0 | 0.2 | -5 | 2 | -2 | -2 | 2 | -7 | 7
COc1ccc(C)cc1N(C(=O)Cn1nnc(-c2ccc(C)o2)n1)C(C(=O)NC1CCCC1)c1ccncc1 (centres undefined) | 7 | 3 | 0.7 | -1 | -6 | -2 | -1 | -2 | 0 | 2
O=C(NCCCn1ccnc1)c1ccc(Cl)c(Cl)c1 | 2 | 3 | -0.3 | 12 | -6 | 4 | 2 | -3 | 1 | 7
Nc1nc(SCc2ccc3c(c2)OCCO3)n[nH]1 | 6 | 2 | -0.7 | 10 | 7 | 11 | 6 | 2 | 1 | 3
CCc1nc2ccc(C(=O)N3CCCCC3)cn2c1N(CCC(C)C)CCN(C)C | -2 | -3 | 0.2 | -4 | -9 | 2 | 3 | -7 | -3 | -3
CCOc1ccc(N2C(=O)CC(Sc3nccc(C)n3)C2=O)cc1 (centres undefined) | 3 | -3 | -0.1 | -4 | -1 | 1 | 8 | 1 | -3 | 1
CN1CCN(C(=O)C[C@@H]2CC[C@@H]3[C@H](COC[C@@H](O)CN3Cc3cccc(Cl)c3)O2)CC1 | -3 | -1 | 0.5 | -3 | 2 | -1 | 8 | 7 | -1 | 2
CCCCOC(=O)C1[C@H]2C(=O)N(c3ccccc3CC)C[C@]23C=C[C@H]1O3 (some centres undefined) | -3 | -1 | 0.1 | -8 | -3 | -5 | 1 | 0 | -3 | -2
